Assay outcomes from PubChem.
CCR6 antag – antagonists of human CCR6 receptor. P51684. CHO-K1 CCR6 PathHunter beta-arrestin, luminescence, CCL20-stimulated. inhibition, % at 20 µM. 340,000 compounds, 0.49% hits. AID 493098;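 active = compounds whose inhibition of the agonist-driven luminescence signal at 20 µM reaches about 50%, limit read from the data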;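 note: cells stimulated with CCL20 at 14 nM final; plate controls were DMSO with CCL20 for no effect and DMSO without agonist for full effect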
697 NFkB inh – inhibitors of the PMA/ionomycin-induced NF-kB reporter in 697 B cells. 697 B-cell NF-kB luciferase reporter, 16 h. inhibition, % at 4 µM. 330,000 compounds, 0.33% hits; in the data active = inhibition above about 35%
CHOP UPR activ – activators of apoptotic arm of unfolded protein response (CHOP) | CHO-CHOP luciferase reporter, UPR activation, luminescence; percent of tunicamycin response over DMSO baseline | 330,000 compounds, 0.34% hits | activation, % at 10 µM;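 active = at 10 µM dose, activation of 40% or more, normalized to positive control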;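 note: 100% = tunicamycin at 10 µg/mL and 0% = DMSO alone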
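Test system: CHO-CHOP cells, stable luciferase reporter of PERK-eIF2a-CHOP signalling | Quantity: 500 CHO-CHOP cells per well | Buffer or medium: F12 plus 10% serum | Compound dosing: 10 µM single point, 0.5% DMSO | Schedule: 6 h compound treatment, 37 °C | Signal: Luciferase luminescence | Control set: Tunicamycin high control, DMSO low control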
UPR XBP1 act – activators of adaptive arm of unfolded protein response (XBP1). CHO-XBP1 luciferase reporter, IRE1-XBP1 UPR activation, luminescence; percent of tunicamycin response, DMSO as zero. activation, % at 20 µM. 330,000 compounds, 0.33% hits. AID 463104;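 active = versus positive control, 20 µM dose yields 30% or more activation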;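 note: 100% = tunicamycin at 10 µg/mL and 0% = DMSO only wells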
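Assay system: CHO-XBP1 luciferase reporter cells; Schedule: 6 h treatment, 37 °C; Detection: glow luminescence from Steady-Glo reagent; Benchmarks: high control tunicamycin 10 µg/mL final, low control DMSO vehicle only.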
Jurkat NFkB inh – inhibitors of the PMA/ionomycin-induced NF-kB reporter in Jurkat cells; PMA/ionomycin-induced NF-kB luciferase reporter, luminescence; inhibition, % at 4 µM; 330,000 compounds, 0.53% hits; in the data active = inhibition above about 50%
CXCR6 inh – inhibitors of human CXCR6 receptor | AID 602244 | inhibition, % at 20 µM | CHO-K1 PathHunter CXCR6 beta-arrestin, luminescence | O00574 | 360,000 compounds, 0.36% hits; in the data active = inhibition above about 34%, passing the limit was not always enough;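 note: antagonist mode with CXCL16 agonist at 10 nM final; 0% = 10 nM CXCL16 with DMSO and 100% = unstimulated wells without agonist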
Target sequence (O00574 whole entry, looked up): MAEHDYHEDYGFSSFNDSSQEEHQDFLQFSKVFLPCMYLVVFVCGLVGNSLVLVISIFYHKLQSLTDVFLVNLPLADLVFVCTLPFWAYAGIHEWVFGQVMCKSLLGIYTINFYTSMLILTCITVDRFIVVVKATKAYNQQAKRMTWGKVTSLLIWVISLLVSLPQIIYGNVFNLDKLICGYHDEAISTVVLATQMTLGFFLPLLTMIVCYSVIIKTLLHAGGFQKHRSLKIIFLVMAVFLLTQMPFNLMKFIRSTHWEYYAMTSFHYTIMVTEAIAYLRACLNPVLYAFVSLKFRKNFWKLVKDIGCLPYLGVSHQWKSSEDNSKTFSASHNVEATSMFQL
Mdm2-MdmX inh – inhibitors of human Mdm2/MdmX interaction; AID 485346; 330,000 compounds, 3% hits; inhibition, % at 8 µM; SaOS-2 split-luciferase Mdm2/MdmX complementation, luminescence;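 active = inhibition of at least 50% at 8 µM in the primary screen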
Gli-Sufu block – Gli-Sufu pathway antagonism | Sufu-KO-LIGHT fibroblasts, Gli luciferase reporter luminescence | inhibition, % at 5 µM | 340,000 compounds, 0.74% hits;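 active = inhibition above about 55%, limit read from the data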;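 note: 0% = DMSO-treated cells and 100% = wells with medium but no cells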
EBI2 block – EBI2 (human) antagonism | P32249 | EBI2 beta-arrestin recruitment, luminescence, 7a,25-OHC stimulated | inhibition, % at 5 µM | 360,000 compounds, 0.81% hits | AID 651636; in the data active = inhibition above about 38%;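 note: enzyme fragment complementation signal reports receptor beta-arrestin coupling in cells; 0% = agonist plus DMSO wells and 100% = wells without agonist; some results beyond the cut were filed as inactive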
Target sequence (P32249 whole entry, looked up, the tested form may be a part): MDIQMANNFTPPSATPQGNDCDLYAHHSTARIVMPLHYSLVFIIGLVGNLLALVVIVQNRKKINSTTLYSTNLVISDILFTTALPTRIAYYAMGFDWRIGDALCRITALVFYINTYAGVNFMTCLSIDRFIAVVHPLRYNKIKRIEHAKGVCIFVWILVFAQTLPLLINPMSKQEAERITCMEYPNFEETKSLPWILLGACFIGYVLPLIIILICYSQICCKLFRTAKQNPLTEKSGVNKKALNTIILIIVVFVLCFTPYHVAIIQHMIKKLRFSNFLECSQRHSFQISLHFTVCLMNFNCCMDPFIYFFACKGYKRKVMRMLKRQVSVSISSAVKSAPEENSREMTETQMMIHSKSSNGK
* = called active by the depositor; x = no result given.

Start of the listing, in advance, 6 compounds:
SMILES	CCR6 antag	697 NFkB inh	CHOP UPR activ	UPR XBP1 act	Jurkat NFkB inh	CXCR6 inh	Mdm2-MdmX inh	Gli-Sufu block	EBI2 block
COc1ccc([C@@H]2CC=C(C(=O)O)[C@H](c3ccccc3)N2S(=O)(=O)c2ccc(C)cc2)cc1OC	10	20	0.3	4	8	-6	-6	-2	1
N#Cc1ccc(OCC(O)CN2CCN(C(c3ccccc3)c3ccccc3)CC2)cc1 (stereo unspecified)	10	-10	2.7	0	8	4	7	18	89*
CC(C)CNC(=O)c1oc2ccccc2c1COc1ccccc1	5	-12	-0.9	-1	-9	-8	21	1	22
COc1cc(OC)cc(C2=NCCN2)c1	-16	7	-2.3	-2	-17	-5	9	3	-3
COc1cccc(/C=N/NC(=O)c2cccc3ccccc23)c1	2	20	0.9	-2	11	-7	7	22	3
O=S(=O)(Nc1cccc(-n2cnnn2)c1)c1ccc(F)cc1	-1	10	-0.2	-1	-8	-2	-8	0	-7

The listing, from the start:
SMILES	CCR6 antag	697 NFkB inh	CHOP UPR activ	UPR XBP1 act	Jurkat NFkB inh	CXCR6 inh	Mdm2-MdmX inh	Gli-Sufu block	EBI2 block
COc1ccc([C@@H]2CC=C(C(=O)O)[C@H](c3ccccc3)N2S(=O)(=O)c2ccc(C)cc2)cc1OC	10	20	0.3	4	8	-6	-6	-2	1
N#Cc1ccc(OCC(O)CN2CCN(C(c3ccccc3)c3ccccc3)CC2)cc1 (stereo unspecified)	10	-10	2.7	0	8	4	7	18	89*
CC(C)CNC(=O)c1oc2ccccc2c1COc1ccccc1	5	-12	-0.9	-1	-9	-8	21	1	22
COc1cc(OC)cc(C2=NCCN2)c1	-16	7	-2.3	-2	-17	-5	9	3	-3
COc1cccc(/C=N/NC(=O)c2cccc3ccccc23)c1	2	20	0.9	-2	11	-7	7	22	3
O=S(=O)(Nc1cccc(-n2cnnn2)c1)c1ccc(F)cc1	-1	10	-0.2	-1	-8	-2	-8	0	-7
COc1cc(CCC(C)NCc2ccccc2)ccc1O (stereo unspecified)	8	-4	1.3	-1	-20	8	17	35	-15
O=c1[nH]nc(SC2CCCCC2)c(=O)[nH]1	8	x	x	x	x	0	x	2	-1
COc1cccc(-c2nnc(NC(=O)c3ccc(S(=O)(=O)N4CC(C)OC(C)C4)cc3)o2)c1 (stereo unspecified)	-14	-34	13	-1	-2	-4	49	22	-6
Cc1cccc2c(C(=O)N3CCN(c4ccccn4)CC3)cc(-c3cccc(Br)c3)nc12	0	-7	1.8	-2	-2	2	36	6	-1
N/C(CN1CCSCC1)=N\OCc1c(F)cccc1Cl	15	10	1.5	-2	5	6	0	-1	-30
C/C(=N\NC(=O)Cc1cccn1C)c1ccc2ccccc2c1	2	-7	0.7	0	-29	0	-6	-23	44
CCOC(=O)C1CCN(C(=O)COc2ccc(S(=O)(=O)NC(C)C)cc2Cl)CC1	6	4	-1.3	4	6	1	17	-21	2
CSc1ccc(/C=C(/NC(=O)c2ccc(C)cc2)C(=O)Nc2cccc(F)c2)cc1	13	8	3.4	-1	5	2	20	3	1
N#CCCCC#Cc1ccc2c(c1)COc1c3ccccc3nn1-2	0	-442	-3.5	-4	-193	-16	3	-60	2
CC(C)NC(=O)COC(=O)c1ccc(Cl)c(S(=O)(=O)N2CCCC2)c1	2	-5	0.3	-4	-4	3	-19	-6	2
O=C(NCc1cccs1)C1CC(c2ccccc2O)=NO1 (stereo unspecified)	5	3	0.4	2	18	0	3	-34	2
COc1ccc(N(CCCN2C(=O)c3cccc4cccc(c34)C2=O)C(=O)c2ccncc2)cc1	5	-10	-0.9	3	-19	1	50	-4	10
O=C(O)c1cc(-c2ccccn2)n[nH]1	-5	4	1.1	3	-12	-3	5	2	-3
Cc1c(NS(=O)(=O)c2cc(C(=O)N3CCCC(C)C3)ccc2Cl)c(=O)n(-c2ccccc2)n1C (stereo unspecified)	9	-1	0.6	-2	-11	-7	18	6	-7
CN(C)Cc1c(O)ccc2c(=O)c(-c3ccccc3Cl)coc12	-6	-5	0.9	-3	-6	0	23	18	7
CC(Sc1nc(-c2ccccc2)cc(=O)[nH]1)C(=O)O (stereo unspecified)	-7	9	0.1	3	2	9	-1	-1	-2
Brc1ccc(C2CC(c3ccccc3)=Nc3ccccc3N2)cc1 (stereo unspecified)	9	-113	4.7	2	-90	-3	-130	-46	-7
O=C(CCNC(=O)c1ccccc1)N=Nc1c(O)[nH]c2ccccc12	x	-30	-0.9	2	-4	x	-19	x	x
CCc1ccc(NC(=O)C/C(C)=N/NC(=O)COc2ccccc2C)cc1	3	-10	-0.8	4	-11	6	7	-10	-8
COc1ccc(OC(C)C(=O)NC2CCCCCC2)cc1 (stereo unspecified)	18	26	1.2	-2	19	-2	8	x	3
CCOC(=O)c1ccc(Nc2cnc3ccccc3n2)cc1	-7	-116	1.6	3	-150	-7	-150	-35	6
Nn1c(SCC(=O)N2CCN(S(=O)(=O)c3ccccc3)CC2)nnc1-c1cccs1	-21	-43	-0.2	7	-17	7	-29	-6	-4
COc1ccc(C2SCC(=O)N2c2c(C)n(C)n(-c3ccccc3)c2=O)cc1 (stereo unspecified)	-4	17	-2.9	3	13	8	17	-48	-1
CC1CCN(C(=O)CN(c2ccc(Cl)c(C(F)(F)F)c2)S(C)(=O)=O)CC1	-3	-4	-0.9	-2	0	4	-2	0	-6
Cc1ccc(Cl)cc1NC(=O)COC(=O)CC1CCCCC1	10	2	0.6	1	1	5	6	-5	1
Nc1nc(CN2CCN(c3ccccc3F)CC2)nc(Nc2ccccc2)n1	-24	-4	-0.2	1	-30	4	12	-9	1
Cc1cc(OC(C)C(=O)Nc2ccc(S(=O)(=O)Nc3onc(C)c3C)cc2)cc(C)c1Cl (stereo unspecified)	-1	21	2.7	-5	-1	12	1	2	7
CCn1cc(C(=O)NCCCOC(C)C)c(=O)c2cc(S(=O)(=O)N3CCCC3)ccc21	12	-28	0.6	-8	-5	-7	1	-23	2
CCOC(=O)c1cc(NC(=O)Cc2ccc(S(=O)(=O)N3CCOCC3)s2)cc(C(=O)OCC)c1	16	2	2.3	1	12	4	42	3	-18
Cn1c(SCC(=O)Nc2ccc(C(=O)O)cc2)nc2scc(-c3ccccc3Cl)c2c1=O	-2	12	-2.0	2	7	8	2	0	4
COCCn1c(C)cc(C(=O)CSc2nc(C)cc(C)c2C#N)c1C	14	-6	-2.2	-4	0	-1	-25	12	9
CCCC(CCC)C(=O)OC1C[C@H]2CC[C@@H](C1)[N+]2(C)C (stereo partly specified)	-1	-1	-0.9	-7	-5	-3	-1	-2	-5
CC1CCc2nc(NC(=O)Cc3cccs3)sc2C1 (stereo unspecified)	-6	-101	4.2	3	-105	-2	-112	-78	4
COc1ccc(CNC(=O)CSc2nn3c(=O)c(C(C)(C)C)nnc3s2)cc1OC	20	16	0.3	-2	8	12	8	3	-1
CCN(CC)CCCNC(=O)c1ccc(OCC(=O)Nc2ccccc2C(F)(F)F)c(OC)c1	-6	-44	0.2	0	-25	0	-26	13	-6
CCOC(=O)Cn1c(CN2CCN(C(=O)c3ccco3)CC2)nc2c1c(=O)n(C)c(=O)n2C	-1	10	-0.6	-8	0	3	-16	12	4
O=C(C1=C(O)C(=O)N(CCOCCO)C1c1cccs1)c1cccs1 (stereo unspecified)	2	-8	-2.2	-1	-9	-10	5	1	-4
O=c1[nH]c2ccc(NCc3ccc(F)cc3)cc2[nH]1	2	-35	-0.1	-1	-17	-9	-10	-2	-7
O=C(NCc1ccncc1)C(=O)NCC1OCCCN1S(=O)(=O)c1cc(F)ccc1F (stereo unspecified)	-3	8	-0.7	-3	9	3	6	2	8
COc1ccccc1N1CCN(C(=O)CC2NC3CCCCC3NC2=O)CC1 (stereo unspecified)	x	9	0.0	3	15	x	-1	x	x
C=CCn1c(C)nc2ccccc2c1=O	-3	-2	2.1	3	4	0	11	-6	-5
O=C(Nc1nc(-c2ccc(F)cc2)cs1)C1CCCO1 (stereo unspecified)	8	-40	7.0	6	-9	-6	-31	-38	-8
CCN(CC)C(=O)C1=C(C)NC(=S)NC1c1cn(-c2ccccc2)nc1-c1ccc(Cl)cc1 (stereo unspecified)	-19	18	-1.1	-1	5	14	-43	1	-1
O=C(NCc1ccco1)Nc1cccc([N+](=O)[O-])c1	16	5	1.3	-5	-4	2	13	25	8
CCCN1C(=O)c2ccccc2NC1c1ccc(OC)cc1O (stereo unspecified)	-3	-310	1.8	-3	0	3	64*	23	10
O=C(NC1CC2CCC(C1)N2C(=O)NC1CCCCC1)NC12CC3CC(CC(C3)C1)C2 (stereo unspecified)	6	-11	-0.1	3	-2	-1	11	5	-6
COc1cccc(OCCOCC(O)CN2CCN(Cc3ccc(Cl)cc3)CC2)c1 (stereo unspecified)	12	-19	1.3	-4	0	-12	21	24	9
Cc1nc(-c2ccccc2)nn1-c1ccc([N+](=O)[O-])cc1	-5	-44	5.2	0	-14	-4	-14	-30	3
O=C(Nc1ccccc1F)c1cc2nc(C(F)F)cc(C(F)F)n2n1	5	-4	1.5	3	-30	7	-13	-39	14
O=C(NCc1ccc(Cl)c(Cl)c1)c1cccnc1	-2	-1	-2.3	-5	-3	2	-22	1	7
CSc1nnc(-c2cnccn2)n1CCCN1CCCC1=O	10	-2	-2.2	-2	-2	-7	9	-24	-9
Cc1ccc(S(=O)(=O)N2CCC(C(=O)NCc3ccccc3CN3CCCC3)CC2)cc1	6	15	1.9	0	-8	6	15	8	5
Cc1c(C(c2cc(O)ccc2O)c2c(C)n(C)n(-c3ccccc3)c2=O)c(=O)n(-c2ccccc2)n1C	6	x	x	x	x	-2	x	-8	-9
Cc1c(C(=O)N2CCN(C)CC2)oc2ccc(Br)cc12	7	-34	4.5	0	-45	-28	-41	-28	1
Following part
SMILES	CCR6 antag	697 NFkB inh	CHOP UPR activ	UPR XBP1 act	Jurkat NFkB inh	CXCR6 inh	Mdm2-MdmX inh	Gli-Sufu block	EBI2 block
COc1ccccc1CC(=O)N1CCN(c2ccc(F)cc2)CC1	5	-1	-2.1	0	14	0	4	5	-5
O=C1NC(=Nc2ccc(Cl)cc2)SC1Cc1cccc(Cl)c1Cl (stereo unspecified)	2	1	0.7	-1	6	-6	-21	4	32
O=C(NCCc1ccccc1)C(NS(=O)(=O)c1cccc2nsnc12)c1ccccc1 (stereo unspecified)	19	-11	2.9	0	-12	5	-9	-12	10
CC(C)(C)c1cc(C(=O)O)n[nH]1	4	2	-0.9	3	6	-3	-10	-1	1
C=CCN(c1ccccc1)S(=O)(=O)c1cccc(C(=O)O)c1	0	-22	-1.5	-1	-14	4	-27	1	-2
Cn1c2c(c3cc([N+](=O)[O-])ccc31)CCCC2	-2	10	5.0	1	3	-16	5	-20	1
CC(=O)c1ccc(S(=O)(=O)NCCC(=O)NC(C)c2ccncc2)cc1 (stereo unspecified)	-1	3	-1.0	-3	-7	3	3	-3	-5
COC(=O)c1sccc1NC(=O)CCC1CCCC1	1	-18	1.1	-2	-12	7	14	-13	7
CCOc1ccc(S(=O)(=O)N2CCN(c3ccc(C)cc3C)CC2)cc1	4	13	1.5	-2	18	-5	24	2	1
